hERG WT inh: KCNH2 (human, wildtype) channel inhibition; U2OS, BacMam KCNH2, thallium flux FluxOr; active compounds read low; AID 720551; Q12809; activity change, % at 1.84 µM; 340,000 compounds, 0.37% hits;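 active means maximum activity change below -70%; inconclusive means maximum activity change between -70% and -50%; inactive means maximum activity change above -50%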; further: on the % scale 0 is the no-effect control and ±100 the full control effect
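U2OS cells were transduced with wild-type KCNH2 virus (2.03 x 10^8 / mL) for 4 h at room temperature, then cultured overnight at 37 C. Thallium flux was read with FluxOr dye. Rate constants were normalized to DMSO controls.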
KCNH2 3.1 inh: inhibitors of human KCNH2 3.1 potassium channel isoform | U2OS KCNH2 3.1, thallium flux FluxOr; active compounds read low | activity change, % (tested at about 1.8 µM) | 340,000 compounds, 0.95% hits;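 active means maximum activity change below -70%; inconclusive means maximum activity change from -70% to -50%; inactive means maximum activity change above -50%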;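 further: thallium influx rate constant from kinetic fluorescence after stimulation buffer; on the % scale 0 is the no-effect control and ±100 the full control effect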
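Thallium flux read-out: FluxOr dye with Red40 quencher in HBSS/HEPES, 45 min at RT. Rate constants from kinetic reads were normalized to positive and negative DMSO controls. Cells: U2OS virally expressing the 3.1 isoform.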
AT treatment: potential ataxia-telangiectasia treatments restoring KAP-1 phosphorylation; […] A-T fibroblasts, KAP-1 phosphorylation AlphaLISA; neocarzinostatin DNA damage 30 min before lysis; Potency, µM (top dose mostly 57.5 µM), for inactives: at the top dose activation, hits mostly activators; 320,000 compounds, 0.19% hits; further: potency means the concentration at half of the fitted maximal effect; % of control where 0% means no effect; nearly all actives have a fitted effect of over 45% in size
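hTERT-immortalized A-T patient fibroblasts ([…]), 500 cells/well in OPTI-MEM, 1% FBS, got compounds for 60 min, then NCS for 30 min at 37C. Lysates were then assayed for phospho-KAP-1 by AlphaLISA (anti-pKAP1 donor, anti-KAP1 acceptor beads), 6 hr at 25C.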
GALK inh: galactokinase (human) inhibition. 270,000 compounds, 0.007% hits. AID 1868. Purified GALK, Kinase-Glo residual ATP luminescence. Potency, µM (series often up to 57.5 µM), without a hit: at the highest dose activity change, negative = inhibition, most hits filed as inhibitors. P51570; further: potency means the concentration at half of the fitted maximal effect; on the % scale 0 is the no-effect control and ±100 the full control effect
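Quantitative HTS: GALK 5 nM, ATP 35 uM, galactose 100 uM, 1 h room temperature, then luciferase-based ATP detection.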
FBPA coupling cs: coupling enzyme interference in Giardia aldolase counter-screen | coupling enzyme system counterscreen, AmpLite Red fluorescence | 290,000 compounds, 0.67% hits | AID 2472 | activity change, negative = inhibition, % at 58.2 µM, hits read low; in the data active means activity change below about -30%; further: on the % scale 0 is the no-effect control and ±100 the full control effect
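Coupling enzymes only (glyceraldehyde-3-phosphate) + compound, at 57.5 uM final, 10 min RT; add substrate/coupling/AmpLite Red mix, 20 min RT; fluorescence ex 525/em 598 nm. Actives flag coupling-system interference.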
MBNL1-CUG inh: inhibitors of human MBNL1 binding to CUG repeat RNA; Q9NR56; TR-FRET MBNL1-His/biotin-(CUG)12 binding, 665/545 ratio; Potency, µM (titrated, usually from 57.5 µM), without a hit: at the top dose activity change, negative = inhibition, hits mostly inhibitors; 280,000 compounds, 0.036% hits; active means well fitted inhibition curve with a large enough effect in the signal ratio, with a control signal flat, not every such curve was filed as active; inconclusive means small, poorly fitted or top-dose-only effect, or effect the other way, or a change in a side signal; inactive means no such curve, though single readings can be large or run the other way; the % refers to the signal ratio; further: potency means the concentration at half of the fitted maximal effect; on the % scale 0 is the no-effect control and ±100 the full control effect
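His-tagged MBNL1 binding to biotinylated (CUG)12 RNA was measured by TR-FRET using terbium anti-His antibody (0.055 ng/ul final) and streptavidin-XL665 (5 nM final). Compounds were titrated 92 nM to 58 uM; 60 min at room temperature.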
a7 integrin act: activates integrin-mediated alleviation for muscular dystrophy. Potency, µM (series often up to 38.3 µM), for inactives: top-dose activation, hits mostly activators. alpha7betagal myoblasts, beta-gal FDG fluorescence, 48 h. 350,000 compounds, 0.064% hits;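 further: potency means the concentration at half of the fitted maximal effect; 100% = response of the positive control SU9516; nearly all actives have a fitted effect of over 60% in size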
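alpha7betagal+/- myoblasts (passage 13, 250/well) treated 48 h at 37C with compounds at 1:260 dilution of DMSO stock. Lysed, then beta-galactosidase activity read as FDG fluorescence (ex 480/em 540) after 30 min, with pre-read for autofluorescence.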
TRPV1 agonist: activates the human vanilloid receptor TRPV1; 320,000 compounds, 0.19% hits; activation, % at 8.33 µM; AID 540275; TRPV1-expressing cells, Fluo-8 calcium influx, agonist mode; in the data active means activation above about 80%; inconclusive means between about 30% and that limit; further: 0% is about no effect
Target sequence (Q8NER1 whole entry, looked up): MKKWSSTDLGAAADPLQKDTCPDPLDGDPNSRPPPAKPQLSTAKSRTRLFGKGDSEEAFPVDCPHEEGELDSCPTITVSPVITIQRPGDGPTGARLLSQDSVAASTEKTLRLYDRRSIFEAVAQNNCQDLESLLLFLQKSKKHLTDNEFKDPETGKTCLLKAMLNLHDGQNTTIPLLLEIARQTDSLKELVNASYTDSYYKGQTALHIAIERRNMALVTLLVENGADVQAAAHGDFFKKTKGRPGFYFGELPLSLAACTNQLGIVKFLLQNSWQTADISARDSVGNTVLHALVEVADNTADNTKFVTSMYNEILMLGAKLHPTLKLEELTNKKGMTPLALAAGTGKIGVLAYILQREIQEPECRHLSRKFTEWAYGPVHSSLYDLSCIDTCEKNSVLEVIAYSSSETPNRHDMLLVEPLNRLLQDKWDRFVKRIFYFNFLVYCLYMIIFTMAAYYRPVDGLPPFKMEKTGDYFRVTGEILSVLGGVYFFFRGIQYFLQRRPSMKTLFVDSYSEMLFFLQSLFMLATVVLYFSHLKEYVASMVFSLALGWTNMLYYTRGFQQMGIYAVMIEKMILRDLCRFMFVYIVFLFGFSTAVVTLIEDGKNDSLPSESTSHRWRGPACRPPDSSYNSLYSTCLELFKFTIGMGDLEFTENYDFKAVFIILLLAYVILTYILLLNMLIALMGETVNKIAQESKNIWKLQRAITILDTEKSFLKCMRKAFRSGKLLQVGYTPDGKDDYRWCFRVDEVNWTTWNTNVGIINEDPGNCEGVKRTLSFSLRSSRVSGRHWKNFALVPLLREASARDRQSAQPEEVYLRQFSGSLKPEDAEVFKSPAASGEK
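TRPV1-expressing cells were cultured overnight at 35.5C and loaded with Fluo-8 calcium dye for 40 to 90 min at room temperature. After a 10 s baseline, compound was added and calcium influx was read kinetically for 3 min (ex 480/em 520 nm).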
MLL CXXC-DNA inh: inhibitors of human MLL CXXC domain-DNA interaction; Q03164; MLL-CXXC / FITC-HOXA9 DNA fluorescence polarization; Potency, µM (doses to about 115 µM), without a hit: top-dose activity change, negative = inhibition, most hits filed as inhibitors; 290,000 compounds, 0.037% hits; active means well fitted inhibition curve with a large enough effect in the polarisation, with a control signal flat, not every such curve was filed as active; inconclusive means small, poorly fitted or top-dose-only effect, or effect the other way, or a change in a side signal; inactive means no such curve, though single readings can be large or run the other way; the % refers to the polarisation; further: potency means the concentration at half of the fitted maximal effect
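Purified MLL-CXXC (added from a 7 uM solution) was preincubated 5 min at ambient with pinned compounds in 50 mM Tris-HCl pH 7.5, 50 mM NaCl, 1 mM DTT, 0.05% BSA. Fluorescein-labeled HOX-A9 DNA (50 nM solution) followed, 30 min, then polarization read.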
S-ASM inh: blocks human secretory acid sphingomyelinase; P17405; Potency, µM (series often up to 57.5 µM), without a hit: at the highest dose activity change, negative = inhibition, actives largely listed as inhibitors; 340,000 compounds, 0.006% hits; placental ASM, HMU-PC fluorogenic substrate, 60 min; further: potency means the concentration at half of the fitted maximal effect
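qHTS format. ASM enzyme prepared from human placenta hydrolyses the fluorogenic substrate HMU-PC0 (9 uM final) over 60 min at 37 °C after a 10 min compound preincubation.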
* marks the source's active call; other numbers are inactive results; i = inactive; ? = inconclusive; · = no result given; [ ] = remark or other dose. Unless noted, the call rests on the fitted dose curve; in most records, active means well fitted curve in the direction sought with a large enough effect; inconclusive means small, poorly fitted or top-dose-only effect, or another doubt; inactive means no such curve, though single readings can be large; an effect the other way counts as inactive or inconclusive.

Order of results: hERG WT inh	KCNH2 3.1 inh	AT treatment	GALK inh	FBPA coupling cs	MBNL1-CUG inh	a7 integrin act	TRPV1 agonist	MLL CXXC-DNA inh	S-ASM inh
1	COc1cc(NC(=O)CN2C(=O)COc3ccc(S(=O)(=O)N4CCCCC4)cc32)cc(OC)c1
    -9	1	-4%	-1%	0	-4%	-28%	19	-5%	-4%
2	N#Cc1c(SCC(=O)O)nc(N2CCOCC2)c2c1CCCC2
    -8	7	-1%	3%	13	-9%	23%	-6	-5%	2%
3	COCCn1c(SCC(=O)N2CC(=O)Nc3ccccc32)nnc1-c1ccoc1C
    5	5	-1%	0%	1	-6%	3%	0	-2%	0%
4	CCOC(=O)c1c(NC(=O)CCN2CCOCC2)sc(C)c1-c1ccccc1
    20	·	-6%	5%	2	12%	-24%	?	3%	-4%
5	COc1cc(/C=N\NC(=O)c2ccc(-c3ccccc3)cc2)cc(OC)c1O
    0	-2	-5%	8%	3	?	3%	?	-2%	?
6	O=c1c2ccccc2[nH]c(=S)n1CCN1CCCC1
    -2	-1	-3%	0%	0	-3%	11%	-1	-6%	-2%
7	C#CCOCCOCCOCCNc1nc(N2CCN(C(=O)C([C@@H](C)O)n3cc([C@@H](N)CCCCN)nn3)CC2)nc(N2CCN(C(=O)[C@H](CC(N)=O)n3cc(C(N)[C@@H](C)CC)nn3)CC2)n1 (stereo not given in full)
    -5	7	-6%	·	·	·	19%	·	·	3%
8	COC(=O)CN1C(=S)N(c2ccc(OC)cc2)C(=O)/C1=C/c1ccc(N2CCOCC2)cc1
    -5	7	-10%	-1%	-3	?	21%	6	?	-24%
9	O=S(=O)(c1ccc(F)cc1)N1CCCc2ccccc21
    ·	·	9%	-7%	-9	-6%	·	-5	-6%	·
10	COc1ccc(S(=O)(=O)NC(C)C(=O)NCc2ccncc2)cc1OC (stereo not given)
    -8	-10	-2%	5%	3	-2%	2%	-1	-1%	0%
11	COc1cccc(/C=C/c2nc(S(=O)(=O)c3ccccc3)c(N(C)C)o2)c1
    1	1	19%	-5%	-5	5%	?	9	-11%	·
12	CCCSc1nc(NCc2ccco2)c2c3c(sc2n1)COC(C)(CC)C3 (stereo not given)
    0	-11	-1%	-4%	-1	-13%	-10%	7	0%	8%
13	O=C(c1ccco1)N1CCCC(N2CCN(c3cccc(C(F)(F)F)c3)CC2)C1 (stereo not given)
    33	-15	17%	-5%	·	0%	-7%	1	9%	-2%
14	Cc1cccc(NC(=O)c2cc3c(s2)-c2c(C)cccc2OC3)n1
    10	5	20%	·	1	-4%	-25%	15	5%	i
15	COc1ccc(C2(c3ccc(OC)cc3)NC(=O)N(CC(=O)NC3CCS(=O)(=O)C3)C2=O)cc1 (stereo not given)
    -5	-12	2%	·	·	·	16%	·	·	-1%
16	Fc1ccccc1NC(=S)NCc1ccccc1
    8	9	16%	0%	-1	-16%	-3%	23	7%	1%
17	COc1cccc(NC(=O)c2cncs2)c1
    -1	-14	10%	5%	0	-2%	?	1	?	5%
18	CC1CCC2(CC1)NC(=O)N(CC(=O)Nc1ccc3c(c1)CCC3)C2=O (stereo not given)
    1	12	5%	1%	6	3%	8%	?	-9%	-2%
19	CC(C)CC(=O)N1CCN(Cc2ccc(C(F)(F)F)cc2)CC1
    -1	9	-5%	0%	-4	0%	6%	-2	-6%	7%
20	CNCc1sccc1C
    8	14	0%	0%	1	-15%	-1%	-1	18%	0%
21	O=C(c1ccccc1)N1N=C(c2ccccc2)CC1c1ccccc1[N+](=O)[O-] (stereo not given)
    12	-6	11%	2%	-3	-2%	-1%	4	29%	8%
22	COc1ccc(-c2c(C)nc3c(-c4ccc(F)cc4)cnn3c2N)cc1
    -9	0	0%	0%	-1	-3%	4%	-4	5%	135%[activator]
23	Cc1ccc(OCCCCNC2CCCC(C)C2C)c(C)c1 (stereo not given)
    -10	-14	-1%	-2%	-2	1%	-63%[inhibitor]	2	-7%	-4%
24	O=C(COc1ccc([N+](=O)[O-])cc1)NNC(=O)Nc1cccc(F)c1
    -3	-15	28%	-6%	1	?	11%	0	-12%	0%
25	CC1=C(C(=O)OCc2ccccc2)C(c2ccccc2OS(=O)(=O)c2ccc(C)cc2)NC(=O)N1CCCC(=O)O (stereo not given)
    40	7	·	·	·	·	15%	·	·	5%
26	C[C@H](CO)N1C[C@H](C)[C@@H](CN(C)S(=O)(=O)c2ccc(F)cc2)Oc2ccc(NC(=O)NC3CCCCC3)cc2C1=O
    6	-8	24%	·	·	·	-33%	·	·	-3%
27	COc1cc(C=CC(=O)c2cc(OC)c(OC)c(OC)c2)cc(OC)c1OC
    3	2	·	·	·	·	-57%	·	·	1%
28	CCN(CC)C(=O)Cn1cc(C(=O)C(=O)NCCCN2CCOCC2)c2ccccc21
    -4	-28	1%	-4%	·	3%	26%	0	-9%	2%
29	Cc1nn(C2CC(O)C(O)C(CO)O2)c(=O)[nH]c1=O (stereo not given)
    -4	4	·	·	·	·	18%	·	·	-1%
30	COC(=O)c1cc(OC)c(OC)cc1NC(=S)N1CCN(C)CC1
    12	-3	-3%	-2%	·	3%	0%	4	4%	7%

(continued)
Order of results: hERG WT inh	KCNH2 3.1 inh	AT treatment	GALK inh	FBPA coupling cs	MBNL1-CUG inh	a7 integrin act	TRPV1 agonist	MLL CXXC-DNA inh	S-ASM inh
31	O=C(NCc1ccncc1)Nc1ccc(Cl)cc1Cl
    17	9	-1%	-2%	2	-4%	16%	?	-3%	1%
32	COc1ccc(NC(=O)CSc2nnc(-c3ccccn3)n2Cc2ccco2)cc1OC
    -1	-7	5%	-5%	2	-3%	16%	27	1%	1%
33	O=C(Nc1ccccn1)C(F)(F)C(F)(F)C(F)(F)C(F)(F)C(=O)Nc1ccccn1
    0	-3	2%	0%	-4	5%	12%	-1	-1%	0%
34	NC(N)=N/N=C(\N=Nc1ccccc1)c1cccc2cccnc12
    -4	?	·	·	·	·	4%	·	·	-5%
35	CCOc1ccc(-c2cc(C)n3nc(C(N)=O)cc3n2)cc1
    -28	13	·	1%	0	?	22%	1	-15%	·
36	CCOc1ccccc1-n1c(SCC(=O)N2CCCC2)nnc1-c1ccoc1C
    -1	7	2%	5%	0	5%	6%	?	-9%	3%
37	O=C(CN1CCN(c2ccccc2O)CC1)NCCCc1ccccc1
    -5	-14	3%	7%	4	-3%	-5%	8	-1%	1%
38	CCCOc1ccc(C(=O)OCCN2CCCCC2)c(O)c1
    5	9	·	·	·	·	-16%	·	·	-1%
39	CCn1c(SCC(=O)NCc2ccccc2)nc2ccccc2c1=O
    -12	5	5%	6%	3	-2%	-2%	5	3%	1%

Four entries from above in another layout:
(35) CCOc1ccc(-c2cc(C)n3nc(C(N)=O)cc3n2)cc1
  hERG WT inh = -28 | KCNH2 3.1 inh = 13 | AT treatment = · | GALK inh = 1% | FBPA coupling cs = 0 | MBNL1-CUG inh = ? | a7 integrin act = 22% | TRPV1 agonist = 1 | MLL CXXC-DNA inh = -15% | S-ASM inh = ·
(38) CCCOc1ccc(C(=O)OCCN2CCCCC2)c(O)c1
  hERG WT inh = 5 | KCNH2 3.1 inh = 9 | AT treatment = · | GALK inh = · | FBPA coupling cs = · | MBNL1-CUG inh = · | a7 integrin act = -16% | TRPV1 agonist = · | MLL CXXC-DNA inh = · | S-ASM inh = -1%
(32) COc1ccc(NC(=O)CSc2nnc(-c3ccccn3)n2Cc2ccco2)cc1OC
  hERG WT inh = -1 | KCNH2 3.1 inh = -7 | AT treatment = 5% | GALK inh = -5% | FBPA coupling cs = 2 | MBNL1-CUG inh = -3% | a7 integrin act = 16% | TRPV1 agonist = 27 | MLL CXXC-DNA inh = 1% | S-ASM inh = 1%
(39) CCn1c(SCC(=O)NCc2ccccc2)nc2ccccc2c1=O
  hERG WT inh = -12 | KCNH2 3.1 inh = 5 | AT treatment = 5% | GALK inh = 6% | FBPA coupling cs = 3 | MBNL1-CUG inh = -2% | a7 integrin act = -2% | TRPV1 agonist = 5 | MLL CXXC-DNA inh = 3% | S-ASM inh = 1%
